BRCA1 expr act: increases BRCA1 expression; MCF7-BRCA1-FFLuc reporter, luminescence, 48 h; response scale: scaled: vehicle 0%, 10 µM genistein 100%; Potency, µM (doses to about 46.1 µM), inactives show at the highest dose activation, most hits filed as activators; 380,000 compounds, 1.1% hits; AID 624202; further: potency means the concentration at half of the fitted maximal effect; nearly all actives have a fitted effect of over 80% in size; some results filed as inactive show a strong effect at the top dose
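Activators of BRCA1 expression were detected as increased firefly luciferase luminescence in engineered MCF7 cells after 48 h compound incubation. Signals were scaled to genistein 10 microM as full activation.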
PKM2 activator: PKM2 (human) enzyme activation; P14618; purified PKM2, Kinase-Glo ATP luminescence, activation; response scale: 0% is enzyme alone, no compound; Potency, µM (series often up to 57.5 µM), inactives show at the top dose activation, usual class: activators; 260,000 compounds, 0.34% hits; AID 1631; further: potency means the concentration at half of the fitted maximal effect; on the % scale 0 is the no-effect control and ±100 the full control effect; nearly all actives have a fitted effect of over 55% in size
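Kinase-Glo luminescence reports ATP generated from ADP (0.1 mM) and PEP (0.5 mM) by purified hPK-M2 after 1 h at room temperature, pH 7.2 imidazole buffer; intermediate enzyme activity allows detecting inhibitors and activators.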
VP16 counter: Gal4-VP16 reporter inhibition counter-screen; Drosophila S2 Gal4-VP16 UAS-luciferase, luminescence, 20 h; Potency, µM (top dose mostly 53.6 µM), for inactives: top-dose activity, negative = inhibition, usual class: inhibitors; 310,000 compounds, 3.5% hits; AID 2546;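 further: Gal4-VP16 expression switched on by copper sulfate through the metallothionein promoter; potency means the concentration at half of the fitted maximal effect; on the % scale 0 is the no-effect control and ±100 the full control effect; nearly all actives have a fitted effect of over 50% in size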
Rab9 promoter act: Rab9 promoter activation; 320,000 compounds, 2.8% hits; Potency, µM (titrated, usually from 9.22 µM), for the others: at the highest dose activation, negative = inhibition, actives largely listed as activators; AID 485297; Huh7 Rab9 promoter-luciferase reporter, luminescence, 24 h; further: potency means the concentration at half of the fitted maximal effect; % of control where 0% means no effect; nearly all actives have a fitted effect of over 60% in size
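Huh7 reporter line, Rab9 promoter upstream of luciferase. Compound exposure 24 h at 37 °C in reduced-serum medium with 10% FBS. Read-out: luminescence.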
p53 reactivation: mutant p53 re-activation in reporter cells; H1299 p53-A138V BP100-luciferase reporter, luminescence, 24 h; Potency, µM (titrated, usually from 92.2 µM), for the others: at the highest dose activity change, positive = activation, most hits filed as activators; 320,000 compounds, 0.063% hits; AID 504706; further: potency means the concentration at half of the fitted maximal effect; % of control where 0% means no effect; nearly all actives have a fitted effect of over 45% in size
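H1299 (p53-null), stable ts p53-A138V + BP100-Luc; 1000 cells/well, Opti-MEM/10% FBS; cpd 4 pt, 1:5; 24 h, 37 deg C, 5% CO2; detection reagent 10 min RT; luminescence.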
NPC1 promoter act: activators of NPC1 promoter; Huh7 NPC1 promoter luciferase reporter, 24 h; Potency, µM (highest dose often 9.22 µM), without a hit: top-dose activation, actives largely listed as activators; 320,000 compounds, 2.4% hits; AID 485313;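 further: potency means the concentration at half of the fitted maximal effect; % of control where 0% means no effect; nearly all actives have a fitted effect of over 60% in size; reporter is driven by a mutant NPC1 promoter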
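Huh7 reporter cells (NPC1 promoter driving luciferase) are dosed with compound for 24 h at 37 °C, 5% CO2; luciferase detection reagent is then added and luminescence measured after 10 min at ambient temperature.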
RORgamma inh: inhibitors of mouse ROR gamma transcriptional activity | Drosophila S2 Gal4-RORgamma UAS-luciferase reporter, 20 h | P51450 | 310,000 compounds, 5.4% hits | Potency, µM (series often up to 53.6 µM), for inactives: at the highest dose activity change, negative = inhibition, most hits filed as inhibitors; further: potency means the concentration at half of the fitted maximal effect; on the % scale 0 is the no-effect control and ±100 the full control effect; nearly all actives have a fitted effect of over 60% in size
Target sequence (P51450 whole entry, looked up, the tested form may be a part): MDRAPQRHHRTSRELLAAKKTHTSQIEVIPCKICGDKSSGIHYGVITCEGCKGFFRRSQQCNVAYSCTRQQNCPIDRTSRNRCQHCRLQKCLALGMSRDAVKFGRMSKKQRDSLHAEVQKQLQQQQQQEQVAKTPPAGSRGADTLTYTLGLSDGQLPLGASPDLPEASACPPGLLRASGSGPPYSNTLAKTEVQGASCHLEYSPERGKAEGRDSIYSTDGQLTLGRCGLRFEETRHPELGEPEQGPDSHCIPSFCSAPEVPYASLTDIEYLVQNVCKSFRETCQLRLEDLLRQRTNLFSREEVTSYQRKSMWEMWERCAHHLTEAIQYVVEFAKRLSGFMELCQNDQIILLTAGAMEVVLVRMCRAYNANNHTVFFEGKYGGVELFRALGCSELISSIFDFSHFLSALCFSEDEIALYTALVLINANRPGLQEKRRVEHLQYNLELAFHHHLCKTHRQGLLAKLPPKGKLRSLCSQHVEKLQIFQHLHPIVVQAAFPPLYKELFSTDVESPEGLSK
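Read-out: Photinus luciferase luminescence; inhibitors lower reporter signal. Insect Schneider cells with Gal4-ROR gamma fusion under metallothionein promoter, UAS reporter; 700 uM final copper sulfate induction, 20 hr, ambient temperature.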
Menin MLL FP TR: menin-MLL binding inhibition, Texas Red mutant peptide; 270,000 compounds, 0.23% hits; Potency, µM (highest dose often 61.6 µM), for inactives: at the highest dose FP activity change, negative = inhibition, usual class: inhibitors; Menin + Texas Red MLL mutant peptide, fluorescence polarization; O00255; active means well fitted inhibition curve with a large enough effect in the polarisation, with a control signal flat, not every such curve was filed as active; inconclusive means small, poorly fitted or top-dose-only effect, or effect the other way, or a change in a side signal; inactive means no such curve, though single readings can be large or run the other way; the % refers to the polarisation; further: potency means the concentration at half of the fitted maximal effect; % of control where 0% means no effect; many of its hits are not listed in these tables
FLuc counter: counter-screen for miR-21 project: firefly luciferase inhibitors or activators; P08659; 360,000 compounds, 6.9% hits; purified FLuc, Km substrates, luminescence inhibition; AID 588342; Potency, µM (titrated, usually from 57.5 µM), for inactives: at the top dose activity change, negative = inhibition, actives largely listed as inhibitors;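 further: potency means the concentration at half of the fitted maximal effect; plate controls were vehicle for no effect and reference inhibitor for full effect; nearly all actives have a fitted effect of over 55% in size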
Target sequence (P08659 whole entry, looked up): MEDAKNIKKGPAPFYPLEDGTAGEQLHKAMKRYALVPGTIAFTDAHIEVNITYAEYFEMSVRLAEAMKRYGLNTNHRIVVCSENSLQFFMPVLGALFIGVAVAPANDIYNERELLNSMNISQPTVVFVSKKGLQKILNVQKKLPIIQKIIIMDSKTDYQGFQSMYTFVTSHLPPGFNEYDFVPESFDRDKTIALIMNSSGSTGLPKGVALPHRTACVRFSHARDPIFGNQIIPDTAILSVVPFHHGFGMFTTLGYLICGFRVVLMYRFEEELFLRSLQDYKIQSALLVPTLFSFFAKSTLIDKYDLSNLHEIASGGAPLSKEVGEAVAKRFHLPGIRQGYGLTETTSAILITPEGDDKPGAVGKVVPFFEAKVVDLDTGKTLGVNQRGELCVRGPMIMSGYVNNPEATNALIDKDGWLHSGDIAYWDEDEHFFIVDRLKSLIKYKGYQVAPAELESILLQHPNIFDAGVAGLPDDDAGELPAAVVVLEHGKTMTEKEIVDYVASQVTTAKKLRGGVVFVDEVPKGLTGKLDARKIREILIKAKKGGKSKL
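Purified P. pyralis luciferase, 10 nM final, with Km-level 10 uM D-luciferin and 10 uM ATP in 50 mM Tris acetate pH 7.5, 10 mM Mg acetate, 0.01% Tween-20, 0.05% BSA; 6-point qHTS titration about 60 µM downward; luminescence read.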
Giardia killer: Giardia lamblia killing; Giardia lamblia trophozoite viability; activity change, % at 7.66 µM, hits read low; 340,000 compounds, 0.15% hits; AID 540267; in the data active means activity change below about -80%; inconclusive means between about -30% and that limit;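 further: parasites exposed to compound for two days anaerobically before the ATP read; on the % scale 0 is the no-effect control and ±100 the full control effect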
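Luminescent ATP signal served as the viability read-out, measured 15-30 min after adding ATP detection reagent to trophozoites that had been incubated with compounds for 48 hrs at 37 deg C anaerobically at 100 cells/well.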
ELG1 genotox: inducers of genotoxicity in HEK293T ELG1-luciferase cells; HEK293T ELG1-luciferase reporter, luminescence, 16 h; Potency, µM (top dose mostly 46 µM), for inactives: at the highest dose activity change, positive = activation, actives largely listed as activators; 330,000 compounds, 1.3% hits; further: potency means the concentration at half of the fitted maximal effect; % of control where 0% means no effect; nearly all actives have a fitted effect of over 60% in size
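Genotoxicity was scored as increased ELG1-luciferase reporter signal, measured by ONE-Glo luminescence (30 min, room temperature). Compound or vehicle exposure of the HEK293T reporter cells lasted 16 hr at 37°C.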
The depositor's hits bear a star; u = inconclusive; x = not tested or not shown; [ ] = dose if it differs, or a comment. Unless noted, the call rests on the fitted dose curve; in most records, active means well fitted curve in the direction sought with a large enough effect; inconclusive means small, poorly fitted or top-dose-only effect, or another doubt; inactive means no such curve, though single readings can be large; an effect the other way counts as inactive or inconclusive. This is a subset; the hit share may differ from the screen's.

SMILES | BRCA1 expr act | PKM2 activator | VP16 counter | Rab9 promoter act | p53 reactivation | NPC1 promoter act | RORgamma inh | Menin MLL FP TR | FLuc counter | Giardia killer | ELG1 genotox
CCCCn1c(=O)[nH]c(=O)c2c1nc(-c1cc(Br)c(OCC)c(OC)c1)n2C | -20% | -2% | 1% | -4% | 2% | -9% | 1% | u | 4% | -3 | 10%
Cc1cccc(CC(=O)Nc2sc(C(C)C)cc2C(=O)N2CCOCC2)c1 | -27% | -5% | 1% | 6% | -8% | -3% | u | x | 3% | -3 | -6%
CCc1ccc(NC(=O)CSc2nc3ncc(Br)cc3[nH]2)cc1 | -8% | -3% | -3% | 0% | 5% | -6% | 0% | -19% | -1% | 0 | -6%
O=C(CSc1nnc(CNC(=O)c2ccccc2)o1)c1ccccc1 | 8% | 2% | -11% | 3% | -3% | 0% | 14% | -1% | 1% | 29 | -4%
COc1ccccc1NC(=O)CN(Cc1ccco1)C(=O)c1cc2ccccc2o1 | x | 1% | 3% | 0% | -5% | -1% | 35% | -5% | -10% | x | -12%
CC(Oc1ccccc1)C(=O)N1CCC2(CC1)CC(=O)c1ccccc1O2 (centres undefined) | -26% | x | x | -2% | 4% | 1% | x | x | 0% | -2 | -6%
Cc1ccc(CSc2ncn(-c3ccccc3)n2)cc1 | 11µM* | 0% | -16% | 10% | 27% | 13% | -7% | u | u | -15 | u
CCOC(=O)C(C)Sc1nnc(Cc2cc(=O)[nH]c(=O)[nH]2)n1-c1ccc(OCC)cc1 (centres undefined) | 0% | 3% | 3% | -1% | 8% | 2% | -17% | -13%[11.7 µM] | 0% | -14 | 0%
O=C(c1cc(COc2ccc(F)cc2F)on1)N1CCOCC1 | 3% | x | 4% | u | u | u | 20% | 15% | 17µM* | -9 | u
CSc1nc(NCCCN(C)C)c2c3c(sc2n1)CN(C)CC3 | x | x | -6% | -2% | 5% | 1% | 0% | -21% | 4% | x | 0%
CCCC1(CCC)NC(=O)NC1=O | -26% | 3% | 0% | -3%[1.84 µM] | 6% | -1% | -17% | -18% | 4% | -7 | 0%
Cc1ccc(-c2nnn(CC(=O)N(CC3CCCO3)C(C(=O)NC3CCCC3)c3ccc(F)cc3)n2)o1 (centres undefined) | -31% | -1% | u | -3% | 9% | 2% | 21% | x | -2% | 1 | 8%
O=C(NC1CCCCCC1)c1ccc(Br)o1 | 52% | x | 4% | 20% | 7% | 0% | -4% | -23% | u | u | 8%
Cc1cc(NC(=O)C2CCCCC2)ccc1NC(=O)c1ccccc1Cl | -26% | 0% | -7% | -2% | -2% | 0% | 0% | -6% | -2% | -2 | 0%
CC(=O)NC1CCCc2c1cnn2-c1ccc(C(C)(C)C)cc1 (centres undefined) | 6% | -2% | -29% | -1% | -5% | -1% | u | -8% | -17% | -21 | -7%
O=C(CSc1ccccc1)NCC1(N2CCCCC2)CCCCC1 | -17% | x | x | -3% | 4% | -1% | x | x | 4% | -9 | 4%
CCOCCCNS(=O)(=O)c1ccc(Br)cc1 | 19% | 8% | 3% | -5% | 2% | -3% | 16% | 0% | 4% | u | -2%
CCc1cccc2c(=O)c(C(=O)N3CCOCC3)c[nH]c12 | 0% | -1% | -6% | -1% | 2% | -13% | -8% | 1% | 6% | -1 | 2%
CCCn1c(=S)[nH]c2cc(OC)c(OC)cc2c1=O | -44% | -5% | 7.9µM* | x | x | x | 3.2µM* | -11% | -1% | 1 | x
O=C(CNS(=O)(=O)c1ccccc1)Nc1ccc(F)cc1F | 6% | 2% | u | 0% | 0% | 4% | -27% | x | 3% | -5 | 5%
O=[N+]([O-])c1ccc2c(c1)nc1n2CCN(C2CCCCC2)C1 | u | -6% | 19% | 2.5µM* | 6% | u | 1% | 6% | 15µM* | -15 | u
CC(C)c1ccc(NC(=O)N2CCOCC2)cc1 | 0% | -1%[11.5 µM] | -10% | u | u | u | 20% | 3% | u | 5 | u
CCOC(=O)Cc1nnc(NC(=O)C2CCCCC2)s1 | -8% | 1% | 0% | -2% | 11% | -3% | 14% | -1% | 0% | u | 2%
O=c1c(N2CCOCC2)coc2ccccc12 | -14% | -5% | -7% | 11% | -1% | 3% | 2% | 2% | 6% | 3 | 0%
Cc1sc2ncn(C(C)C(=O)OC3CCCCC3)c(=O)c2c1C (centres undefined) | -33% | -14% | -3% | -6% | 2% | 1% | -7% | 1% | 1% | -1 | -2%

Following part.
SMILES | BRCA1 expr act | PKM2 activator | VP16 counter | Rab9 promoter act | p53 reactivation | NPC1 promoter act | RORgamma inh | Menin MLL FP TR | FLuc counter | Giardia killer | ELG1 genotox
COC(=O)c1ccc(-c2ccc(/C=N/NC(=O)CC3(C)OCCCO3)o2)cc1 | 39% | 25% | -1% | u | -6% | u | 0% | u | u | 6 | 9%
CS(=O)(=O)N(CC(=O)N1CCC(C(N)=O)CC1)c1ccc(Oc2ccccc2)cc1 | 1% | 0% | -5% | 6% | -3% | -1% | 1% | -19% | 1% | -4 | -17%
Cc1cc(C)n2nc(C(=O)Nc3c(C)nn(Cc4ccc(F)cc4)c3C)cc2n1 | -14% | 2% | 2% | -1% | -3% | 0% | -25% | -1% | -2% | 7 | -8%
CCCCOc1ccc(C(=O)Oc2ccc(C)nc2)cc1 | 5% | -8% | -1% | 2% | 7% | -1% | -8% | -2% | u | -1 | 1%
Cc1c(Cl)cccc1NC(=S)NCc1ccccc1Cl | 0% | -5% | 1.6µM* | -1% | 11% | -2% | 1.1µM* | 19% | 3% | 0 | -1%
CC(Cc1ccccc1)N/C=C1/CC(=O)NC1=O (centres undefined) | -25% | -14% | -1% | -2% | 3% | 1% | -22% | -10% | 2% | -3 | -9%
O=C1NC(c2ccccc2Br)=N/C1=C\c1ccco1 | 66% | -1% | -2% | u | 22% | 13% | -37% | x | 0.38µM* | -3 | u
Cc1ccccc1-n1c(Cc2cccs2)n[nH]c1=S | 1% | -14% | u | -2% | -4% | -3% | 1.4µM* | -22% | 1% | 6 | -3%
Cc1ccc2nc(-c3ccccc3)cc(C(=O)N3CC(C)OC(C)C3)c2c1 (centres undefined) | -10% | x | x | -4% | 0% | -1% | x | x | u | 13 | 3%
CC(C)(C)NC(=S)NNC(=O)c1cccc(Br)c1 | u | 6% | u | u | 20% | u | 4.5µM* | 27% | u | -16 | 5%
COC(=O)C1=C(NC(=O)COc2ccc(Cl)cc2Cl)CCS1 | 0% | -5% | 1% | 18% | 8% | 13% | 5% | -10% | -1% | -9 | 13%
N/C(=N\OC(=O)c1ccc(Cl)cc1[N+](=O)[O-])c1cccnc1 | 51% | 7% | -19% | u | u | 25% | -27% | x | 24µM* | -7 | u
O=C(OCc1nc2ccccc2[nH]1)C12CC3CC(CC(C3)C1)C2 | -6% | 0% | u | -5% | -5% | -5% | -11% | 1% | u | 0 | -3%
CC1CCN(c2nc3c(N)ncnc3n2[C@@H]2O[C@H](CO)[C@@H](O)[C@H]2O)CC1 | 3% | x | -2% | -3% | -3% | 3% | 1% | -1% | -1% | 31[activator] | 0%
COc1ccc(/C=N/Nc2nc(C)cc(=O)[nH]2)cc1OC | -6% | -3% | 14% | -2% | x | 8% | u | -14% | -5% | -6 | -5%
O=C(CSc1nc2ccccc2[nH]1)Nc1nc(-c2cccc(Br)c2)cs1 | 44% | -1% | -8% | -4% | u | 9% | 14% | u | -2% | -13 | 1%
C/C(=N\N)c1c(-c2ccccc2)c2cc(C)ccc2[nH]c1=O | 8% | -2% | -11% | 2% | -1% | -6% | 12% | x | -1% | -8 | -2%
COc1ccc(-n2nc([N+](=O)[O-])c(=NCc3ccco3)n2O)cc1 | u | 5% | -16% | 1.4µM* | u | 3.5µM* | -15% | -1% | u | -5 | u
O=C(NCc1ccco1)C1CCCCC1 | 4% | -17% | -3% | -3% | 1% | -3% | 4% | 0% | 3% | 1 | -2%
O=C(Nc1ccccc1C(F)(F)F)c1ccc(CN2CCC(Cc3ccccc3)CC2)cc1 | -38% | 1% | -3% | 1% | 1% | -2% | 29% | u | 2% | -8 | 1%
O=C(CCNc1ccccc1)c1cccc([N+](=O)[O-])c1 | -13% | 7% | u | 4% | -32%[inhibitor] | 1% | u | 20% | -1% | -3 | 5%
CC(=O)c1c(-c2ccccc2)c2cc([N+](=O)[O-])ccc2[nH]c1=O | -25% | x | 11% | -9% | 4% | -5% | 13% | 0% | 1% | 15 | -10%

Bioassay records as filed in PubChem.
